Screening data: PubChem BioAssay, Vanderbilt High Throughput Screening Facility
hDAT+cocaine = human DAT dopamine uptake with cocaine, either direction | Q01959 | 1.3% of 110,000 active | LLC-PK1 hDAT cells, [14C]-dopamine uptake with cocaine IC80; actives deviate in either direction | B-score at 10 µM;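 active = Z score or B-score, a plate-position-corrected score, falls beyond the plate's 99.7% confidence bounds, in either direction; inactive = both scores lie inside the 99.7% bounds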;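 note: scored against the spread of the other compound wells on the same plate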
Target sequence (Q01959 whole entry, looked up): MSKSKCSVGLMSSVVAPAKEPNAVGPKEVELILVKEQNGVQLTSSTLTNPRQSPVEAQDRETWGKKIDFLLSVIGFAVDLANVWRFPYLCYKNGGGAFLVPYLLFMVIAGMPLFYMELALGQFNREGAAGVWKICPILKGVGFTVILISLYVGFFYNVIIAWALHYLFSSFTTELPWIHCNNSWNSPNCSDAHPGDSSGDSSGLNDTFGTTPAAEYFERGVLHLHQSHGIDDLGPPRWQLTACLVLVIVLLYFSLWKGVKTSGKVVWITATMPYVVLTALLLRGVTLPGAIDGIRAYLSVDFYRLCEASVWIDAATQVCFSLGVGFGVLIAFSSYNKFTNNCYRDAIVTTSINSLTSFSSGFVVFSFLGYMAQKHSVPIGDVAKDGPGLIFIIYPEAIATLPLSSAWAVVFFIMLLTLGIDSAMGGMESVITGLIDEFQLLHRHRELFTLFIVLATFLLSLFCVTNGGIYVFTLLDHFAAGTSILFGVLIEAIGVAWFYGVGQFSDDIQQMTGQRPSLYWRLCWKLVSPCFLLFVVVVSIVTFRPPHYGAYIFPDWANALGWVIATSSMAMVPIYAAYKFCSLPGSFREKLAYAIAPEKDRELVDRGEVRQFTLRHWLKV
Starred values were filed as active, the others as inactive. Not all compounds are listed; rates above refer to the full screens.

NS(=O)(=O)c1cc2c(cc1Cl)NCNS2(=O)=O
  hDAT+cocaine: -0.72
Cc1cc(O)c(Oc2cc(C)cc(O)c2O)c(O)c1
  hDAT+cocaine: 0.68
CCCCCN1C/C=C\C(c2ccc(OC)cc2)N(Cc2ccc(F)cc2)C(=O)C1 (stereo not drawn)
  hDAT+cocaine: 1.3
CCO[C@H]1OC(C(=O)O)=C[C@@H](c2ccc3c(c2)OCO3)[C@@H]1CCCO
  hDAT+cocaine: -0.55
C/C=C(/C)C(=O)Nc1cccc(C2=NOC3(C2)C[C@@H](C(N)=O)N(C(=O)/C=C/CC)C3)c1 (stereo partly drawn)
  hDAT+cocaine: 0.041
Cc1ncc(CO)c2c1OC(C)(C)OC2
  hDAT+cocaine: -0.22
C=CCNC(=O)c1c(CSc2ccc(Cl)cc2)noc1C(=O)NCc1ccccc1
  hDAT+cocaine: 0.99
CC(C)C[C@H](CO)Nc1nc(N(C)c2cccc(Cl)c2)c2ncn(C(C)C)c2n1
  hDAT+cocaine: 2.7*
CCO[C@H]1OC(C(=O)N2CCN(Cc3ccc4c(c3)OCO4)CC2)=C[C@@H](c2ccc3c(c2)OCO3)[C@@H]1CCCO
  hDAT+cocaine: 1.2
COC(=O)C1=C(C)N(Cc2ccco2)C(=O)N[C@@H]1c1ccccc1
  hDAT+cocaine: -0.16
NC(=O)CC(NC(=O)Cc1cccc2ccccc12)c1ccc(NC2CCCCC2)c([N+](=O)[O-])c1 (stereo not drawn)
  hDAT+cocaine: 0.74
O=C(c1cc(-c2ccccc2)nn1CC1CC(c2cccnc2)=NO1)N1CCOCC1 (stereo not drawn)
  hDAT+cocaine: -0.44
COCCNC(=O)c1cc(-c2ccccc2)nn1CC1CC(c2cccc([N+](=O)[O-])c2)=NO1 (stereo not drawn)
  hDAT+cocaine: 1.1
COc1ccc(C2/C=C\CN(C(=O)c3ccccc3)[C@H](Cc3ccccc3)C(=O)N2Cc2ccc(F)cc2)cc1 (stereo partly drawn)
  hDAT+cocaine: -1.1
O=C(O)C1=C[C@H](c2ccccc2)C[C@H](OCCCCO)O1
  hDAT+cocaine: 0.0064

By substructure: the entries above containing a Cl atom.
NS(=O)(=O)c1cc2c(cc1Cl)NCNS2(=O)=O
  hDAT+cocaine: -0.72
C=CCNC(=O)c1c(CSc2ccc(Cl)cc2)noc1C(=O)NCc1ccccc1
  hDAT+cocaine: 0.99
CC(C)C[C@H](CO)Nc1nc(N(C)c2cccc(Cl)c2)c2ncn(C(C)C)c2n1
  hDAT+cocaine: 2.7*

Next part.
CCCCCCCCC(=O)O
  hDAT+cocaine: -0.87
CCO[C@@H]1OC(C(N)=O)=C[C@H](c2coc3ccccc3c2=O)[C@H]1CCCO
  hDAT+cocaine: -0.17
COC(=O)[C@@H]1[C@@H](C)OC(=O)N[C@H]1c1ccccc1
  hDAT+cocaine: -0.012
CCN1CCN(Cc2ccc(NC(=O)c3ccc(C)c(NC(=O)c4cccc5[nH]ccc45)c3)cc2C(F)(F)F)CC1
  hDAT+cocaine: 0.46
O=[N+]([O-])c1cccc2cn[nH]c12
  hDAT+cocaine: -0.77
O=C(NCc1ccc2c(c1)OCO2)c1ccc2c(c1)S(=O)(=O)c1ccccc1C2=O
  hDAT+cocaine: 0.42
C#CCOCCOCCOCCNc1nc(N2CCOCC2)nc(N2CCN(C(=O)[C@H]([C@@H](C)CC)n3cc([C@@H](N)Cc4ccc(O)cc4)nn3)CC2)n1
  hDAT+cocaine: 0.82
O=C(c1ccc2c(c1)OCO2)N1CCC2(CC1)Oc1ccc(Cl)cc1C(=O)C21CC(c2ccc(Cl)cc2)=NO1 (stereo not drawn)
  hDAT+cocaine: 0.23
CC(=O)NO
  hDAT+cocaine: 0.21
COc1cc(CCCN2C(=S)NC[C@@H]2Cc2ccccc2)cc(OC)c1OC
  hDAT+cocaine: 3*
C#CCOCCOCCOCCNc1nc(N2CCOCC2)nc(N2CCN(C(=O)[C@H]([C@@H](C)CC)n3cc(CCCN=C(N)N)nn3)CC2)n1
  hDAT+cocaine: -0.17
O=C(Nc1ccccc1)c1ccc(-c2ccccc2C(F)(F)F)o1
  hDAT+cocaine: -0.037
C#CCNC(=O)C1=C[C@H](c2ccc(C(F)(F)F)cc2)C[C@H](OCCCCO)O1
  hDAT+cocaine: -0.52
COc1ccc(CCNc2ccc(C(CC(N)=O)NC(=O)Cc3ccc(Br)cc3)cc2[N+](=O)[O-])cc1 (stereo not drawn)
  hDAT+cocaine: 0.044
COc1ccccc1CNC(=O)C1CC(c2ccccc2C(F)(F)F)=NO1 (stereo not drawn)
  hDAT+cocaine: -0.25

O=C(OCC1O[C@@H](OC(=O)c2cc(O)c(O)c(O)c2)[C@@H](OC(=O)c2cc(O)c(O)c(O)c2)[C@@H](OC(=O)c2cc(O)c(O)c(O)c2)[C@@H]1OC(=O)c1cc(O)c(O)c(O)c1)c1cc(O)c(O)c(O)c1 (stereo partly drawn)
  hDAT+cocaine: 0.44
O=C(O)Cc1ccc(O)c(O)c1
  hDAT+cocaine: 0.068
NC(=O)C1=C[C@H](C2CCCCC2)C[C@H](OCc2ccc(CO)cc2)O1
  hDAT+cocaine: -0.6
CC(C)(C#N)c1cc(Cn2cncn2)cc(C(C)(C)C#N)c1
  hDAT+cocaine: -0.17
O=C(C1=C[C@@H](c2coc3ccccc3c2=O)C[C@@H](OCCCCO)O1)N1CCN(Cc2ccccc2)CC1
  hDAT+cocaine: 1.6
CCc1[nH]nc2c1C(C(C)C)C(C#N)=C(N)O2 (stereo not drawn)
  hDAT+cocaine: -0.3
NC(=O)C1=C[C@@H](c2coc3ccccc3c2=O)C[C@@H](OCCCCO)O1
  hDAT+cocaine: -0.5
CC(C)n1cnc2c(Nc3ccc(C(=O)O)cc3)nc(Cl)nc21
  hDAT+cocaine: -4*
CC(C)=CCC/C(C)=C/COc1ccc2ccc(=O)oc2c1
  hDAT+cocaine: 0.24
C=CCOC(=O)C1=C[C@H](c2coc3ccccc3c2=O)[C@@H](CCCO)[C@H](OCC)O1
  hDAT+cocaine: 0.11
NC(=O)CC(NC(=O)Cc1cccc2ccccc12)c1ccc(NC2CCCCCCC2)c([N+](=O)[O-])c1 (stereo not drawn)
  hDAT+cocaine: -0.73
O=C1c2cc(F)ccc2OC2(CCNCC2)C12CC(c1ccccc1)=NO2 (stereo not drawn)
  hDAT+cocaine: -0.74
C#CCOCCOCCOCCNc1nc(N2CCN(C(=O)[C@H]([C@@H](C)CC)n3cc([C@@H](N)Cc4ccc(O)cc4)nn3)CC2)nc(N2CCN(C(=O)[C@H](Cc3ccc(O)cc3)n3cc([C@@H](N)CC(C)C)nn3)CC2)n1
  hDAT+cocaine: 0.43
CCCCC1=CC2=C(c3ccco3)C(=O)C(C)(OC(=O)c3ccc(OC)cc3)C(=O)C2=CN1C1CCCC1 (stereo not drawn)
  hDAT+cocaine: -1.2
COc1ccc(SCCN2CCN(CC(C)C)CCC2=O)cc1
  hDAT+cocaine: -0.97

CC1(c2nnc(-c3ccncc3)o2)CC(c2ccc(F)cc2)=NO1 (stereo not drawn)
  hDAT+cocaine: -2.3*
Cc1ccc(CNC(=O)C2CC(c3ccccc3C(F)(F)F)=NO2)cc1 (stereo not drawn)
  hDAT+cocaine: 1.9
Cc1ccc(S(=O)(=O)N2CCC(=O)N(C(COC(=O)Nc3ccccc3)Cc3ccccc3)CC2)cc1 (stereo not drawn)
  hDAT+cocaine: 1.8
COC(C[C@@H]1O[C@H]1[C@@H](O)COCc1ccccc1)OC
  hDAT+cocaine: 1.2
C[C@@H](C(=O)NCc1ccccc1)[C@H]1C[C@]1(C)[C@H](NC(=O)OCc1ccccc1)c1ccccc1
  hDAT+cocaine: -0.81
Cc1ccccc1CNc1ccc(C(CC(N)=O)NC(=O)c2ccc(Br)cc2)cc1[N+](=O)[O-] (stereo not drawn)
  hDAT+cocaine: 0.4
CCO[C@@H]1OC(C(=O)N2CCOCC2)=C[C@H](C2CCCCC2)[C@H]1CCCO
  hDAT+cocaine: -2
Cc1csc(NC(=O)Nc2ccc(Cl)cc2)n1
  hDAT+cocaine: -1.7
Cc1cccc(CNc2ccc(C(CC(N)=O)NC(=O)Cc3cccc4ccccc34)cc2[N+](=O)[O-])c1 (stereo not drawn)
  hDAT+cocaine: -0.28
COC/C=C/C1=CC2=CC(=O)C(C)(OC(=O)CCC(=O)OC)C(=O)C2=CO1 (stereo not drawn)
  hDAT+cocaine: -0.88
CN(C)[C@@H](CO)c1nnc([C@H](Cc2ccc(O)cc2)NC(=O)C2CCNCC2)o1
  hDAT+cocaine: 0.23
Cc1cc(-c2cc(-c3ccc(Cl)cc3)on2)nc(NCC2CC2)n1
  hDAT+cocaine: -0.43
O=C(CN1CCOCC1)N1CCN(c2ccc3ccccc3n2)CC1
  hDAT+cocaine: -0.0057
COc1ccc(-n2nnc3c(=O)n(CC(=O)N4CCCc5ccccc54)cnc32)cc1
  hDAT+cocaine: -0.71
CCOC(=O)c1ccc(NS(=O)(=O)c2c(N)[nH]c(=O)[nH]c2=O)cc1
  hDAT+cocaine: 0.92

In a second layout: entries from further up
| hDAT+cocaine | mol |
| --- | --- |
| 1.3 | CCCCCN1C/C=C\C(c2ccc(OC)cc2)N(Cc2ccc(F)cc2)C(=O)C1 (stereo not drawn) |
| -0.55 | CCO[C@H]1OC(C(=O)O)=C[C@@H](c2ccc3c(c2)OCO3)[C@@H]1CCCO |
| 0.041 | C/C=C(/C)C(=O)Nc1cccc(C2=NOC3(C2)C[C@@H](C(N)=O)N(C(=O)/C=C/CC)C3)c1 (stereo partly drawn) |

Next section.
COc1ccc(CCNC(=O)C2CC3Cn4c(nc5ccccc54)C3N2Cc2ccccc2)cc1 (stereo not drawn)
  hDAT+cocaine: 0.69
O=C(C1=C[C@H](c2csc3ccccc23)C[C@H](OCc2ccc(CO)cc2)O1)N1CCOCC1
  hDAT+cocaine: -0.23
O=C1NC[C@H](Cc2ccccc2)N(CCc2cccc(F)c2)C1=O
  hDAT+cocaine: 0.37
C[C@H](NC(=O)c1nc[nH]c1C(=O)N[C@H](C)c1ccccc1)C(=O)OCc1ccccc1
  hDAT+cocaine: -0.047
O=C(c1ccoc1)N1CCC2(CC1)Oc1ccc(Cl)cc1C(=O)C21CC(c2ccccc2)=NO1 (stereo not drawn)
  hDAT+cocaine: 0.27
Cc1cccc(NC(=O)c2nc[nH]c2C(=O)N[C@@H](C)C(=O)OCc2ccccc2)c1
  hDAT+cocaine: 0.049
COc1cc(NC(=O)c2csc(N)n2)cc(C(=O)Nc2cccc(C(F)(F)F)c2)c1
  hDAT+cocaine: 0.68
CCOC(=O)c1ccc(NC(=O)c2nc[nH]c2C(=O)NC2CCN(C(=O)OC(C)(C)C)CC2)cc1
  hDAT+cocaine: 1.2
C#Cc1ccc([C@H]2C=C(C(=O)NCc3nc4ccccc4[nH]3)O[C@@H](OCc3ccc(CO)cc3)C2)cc1
  hDAT+cocaine: 0.045
N#Cc1sc(=O)[nH]c1Cl
  hDAT+cocaine: -0.016
COc1cccc(-n2c(SCC(=O)N3CCc4ccccc43)nnc2-c2c[nH]c3ccccc23)c1
  hDAT+cocaine: 0.74
CCO[C@H]1OC(C(=O)N2CCN(Cc3ccc4c(c3)OCO4)CC2)=C[C@@H](c2ccccc2)[C@@H]1CCCO
  hDAT+cocaine: 0.87
CC[C@H](C)/C=C(C)/C=C/C(=O)Cc1cc(O)c(C)c(O)c1C=O
  hDAT+cocaine: 0.17
COC(=O)c1[nH]c(C)c(/C(O)=C2\C(=O)C(=O)N(CCN3CCOCC3)C2c2cccs2)c1C (stereo not drawn)
  hDAT+cocaine: 0.13
COC(=O)c1ccc(NC(=O)Cn2cnc3c(nnn3-c3cccc(OC)c3)c2=O)cc1
  hDAT+cocaine: 0.0021

Shown with tabs: two of the compounds above
SMILES	hDAT+cocaine
C/C=C(/C)C(=O)Nc1cccc(C2=NOC3(C2)C[C@@H](C(N)=O)N(C(=O)/C=C/CC)C3)c1 (stereo partly drawn)	0.041
C[C@@H](C(=O)NCc1ccccc1)[C@H]1C[C@]1(C)[C@H](NC(=O)OCc1ccccc1)c1ccccc1	-0.81

(further entries)
COCCn1c(-c2cc(OC)c(OC)c(OC)c2)nc2oc3ccccc3c(=O)c2c1=O
  hDAT+cocaine: -0.0075
O=c1[nH]snc1-c1c(Cl)cccc1Cl
  hDAT+cocaine: 1.7
O=C(Cn1cnc2c(nnn2Cc2ccc(Cl)cc2)c1=O)c1ccccc1
  hDAT+cocaine: -0.92
C/C=C\C(=O)Nc1cccc(C2=NOC3(C2)C[C@@H](C(N)=O)N(C(=O)C2(C)CC2)C3)c1 (stereo partly drawn)
  hDAT+cocaine: -1
Cc1nccn1CC(=O)O
  hDAT+cocaine: -0.81
CCc1cc(-c2ccc3c(c2)COc2c4ccccc4nn2-3)on1
  hDAT+cocaine: 0.76
OCCCn1c(C2CCCN2c2nc(-c3ccc(Cl)cc3)cs2)nc2cc(Cl)c(N3CCCCC3)cc21 (stereo not drawn)
  hDAT+cocaine: -0.43
OCc1cc(C(O)CNCCCCCCOCCCCc2ccccc2)ccc1O (stereo not drawn)
  hDAT+cocaine: 0.17
CCC1CCCCN1Cc1nc2c(c(=O)n(C)c(=O)n2C)n1CCCc1ccccc1 (stereo not drawn)
  hDAT+cocaine: 1.3
CCCCCc1cc(=O)oc2c(C(CCN3CCCC3)c3ccc(N(C)C)cc3)c(OC)cc(OC)c12 (stereo not drawn)
  hDAT+cocaine: 0.11
N#Cc1ccc(C23CC4(C2)[C@H](CN(P(=O)(c2ccccc2)c2ccccc2)[C@@H]4c2ccccc2)C3c2ccc(Cl)nc2)cc1 (stereo partly drawn)
  hDAT+cocaine: 0.53
COc1ccc(CNC(=O)C2(CC3CC(c4ccccc4)=NO3)CCN(C(=O)C3(C)CC3)CC2)cc1 (stereo not drawn)
  hDAT+cocaine: 0.029
COc1ccc(C2=NC(c3ccccc3)CO2)cc1 (stereo not drawn)
  hDAT+cocaine: -0.17
O=C(O)C1=C[C@@H](c2ccc3c(c2)OCO3)C[C@@H](OCc2ccc(CO)cc2)O1
  hDAT+cocaine: -0.23
